NF-kB neuron act = activators of NF-kB expression in neurons, primary screen, cell-based, HTS. human neuronal cells, NF-kB reporter expression; active compounds read high. fold change at 12.5 µM. 190,000 tested, 1.6% active. AID 1239, 2008; in the data active means fold change above about 3.3
STAT1 activator = STAT1 signaling activators, primary screen, cell-based, HTS, luciferase reporter. NIH 3T3 STAT1-luciferase reporter, IFN-gamma, luminescence; 100% = IFN-gamma alone, no compound. activation (% of control), % at 5.5 µM. 200,000 tested, 2.6% active;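 active means activation above the screen-wide mean activation plus 3 SD, cut at about 130% in these data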;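 further: raw ratio to IFN-gamma control signal so 100% means no change and 0% no light; values of inactives mirror those of a sister screen read the other way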
APP 5'UTR act = activators of APP 5'UTR luciferase reporter, primary screen, SH-SY5Y cells; AID 1276, 2008; activation, % at 2 µM; 190,000 tested, 1% active; SH-SY5Y APP 5'UTR luciferase reporter, luminescence; zero percent = DMSO vehicle wells;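 active means activation above a set limit, based on mean plus 3 SD of controls, cut at about 140% in these data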; further: values of inactives mirror those of a sister screen read the other way
STAT1 blocker = STAT1 signaling inhibitors, primary screen, cell-based, HTS, luciferase reporter; inhibition, % at 5.5 µM; AID 920, 2007; 200,000 tested, 0.35% active; NIH 3T3 STAT1-luciferase reporter, IFN-gamma, luminescence;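 active means inhibition above a set limit, the mean inhibition across all tested compounds plus 3 SD, cut at about 34% in these data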;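 further: 0% = IFN-gamma with DMSO and 100% = IFN-gamma with 300 µM nifuroxazide; values of inactives mirror those of a sister screen read the other way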
FLuc inhib CS = firefly luciferase enzyme inhibitors, primary screen, artefact control for luciferase-based inhibitor screens, biochemical, luminescence, ATPLite; 10 min; 200,000 tested, 1.5% active; inhibition, % at 10 µM; AID 1006, 2008; Luciferin 4-monooxygenase (Photinus pyralis), P08659;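 active means inhibition above about 50% when tested at 10 µM, limit read from the data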
Target sequence (P08659 whole entry, looked up): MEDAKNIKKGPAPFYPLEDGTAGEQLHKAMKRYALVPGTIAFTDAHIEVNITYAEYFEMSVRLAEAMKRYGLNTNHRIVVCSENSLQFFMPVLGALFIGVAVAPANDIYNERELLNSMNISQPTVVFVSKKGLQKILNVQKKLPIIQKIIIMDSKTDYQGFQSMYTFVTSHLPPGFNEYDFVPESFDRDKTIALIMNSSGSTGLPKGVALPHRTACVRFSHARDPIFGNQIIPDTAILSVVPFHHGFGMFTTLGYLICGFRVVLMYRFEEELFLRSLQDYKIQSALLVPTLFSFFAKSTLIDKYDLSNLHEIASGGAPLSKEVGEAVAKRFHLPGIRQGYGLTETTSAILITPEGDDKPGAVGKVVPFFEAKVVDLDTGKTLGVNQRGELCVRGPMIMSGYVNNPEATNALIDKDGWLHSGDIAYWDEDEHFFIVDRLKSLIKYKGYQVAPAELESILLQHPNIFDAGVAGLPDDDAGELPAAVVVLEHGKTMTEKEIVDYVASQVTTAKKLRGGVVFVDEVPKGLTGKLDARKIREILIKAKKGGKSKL
ROMK primary = ROMK potassium channel modulators, primary screen, cell-based, thallium flux, MLSMR library | B-score at 10 µM | AID 1918, 2009 | 130,000 tested, 2% active | Tet-inducible ROMK, thallium flux fluorescence; actives lie on both sides | ATP-sensitive inward rectifier potassium channel 1 (Homo sapiens), P48048;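 active means signal ratio slope over the read window, or its plate-corrected B-score, at least 3 SD from the plate mean, either direction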;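 further: B-score of the F/F0 ratio slope over 7 to 12 s after thallium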
Target sequence (P48048 whole entry, looked up): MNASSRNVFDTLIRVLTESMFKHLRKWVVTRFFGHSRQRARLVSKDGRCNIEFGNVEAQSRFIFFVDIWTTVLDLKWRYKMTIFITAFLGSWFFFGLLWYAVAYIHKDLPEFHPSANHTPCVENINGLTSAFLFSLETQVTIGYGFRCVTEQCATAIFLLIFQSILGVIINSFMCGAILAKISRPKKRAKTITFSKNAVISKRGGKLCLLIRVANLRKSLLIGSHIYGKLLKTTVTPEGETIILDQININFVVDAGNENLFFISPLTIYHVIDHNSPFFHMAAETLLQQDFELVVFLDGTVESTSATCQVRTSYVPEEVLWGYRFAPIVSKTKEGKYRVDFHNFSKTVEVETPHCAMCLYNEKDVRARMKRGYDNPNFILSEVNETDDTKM
APP 5UTR inh = inhibitors of APP translation via 5'UTR reporter, primary screen, APP 5'UTR luciferase, SH-SY5Y cells; 190,000 tested, 0.82% active; inhibition, % at 2 µM; SH-SY5Y APP 5'UTR-luciferase reporter, luminescence;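 active means inhibition above a set limit, derived from the sample mean plus 3 SD, cut at about 45% in these data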; further: values of inactives mirror those of a sister screen read the other way
FLuc act counter = FLuc activators, initial screening, artefact control for FLuc-dependent activation tests, biochemical, ATPlite luminescence; Luciferin 4-monooxygenase (Photinus pyralis), P08659; ATPlite luciferase biochemical, 10 min; 0 = ATP-free wells, 1 = DMSO control; activation factor at 10 µM; 200,000 tested, under 10 active;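 active means luciferase activation factor, scaled between plate controls, of at least 2 with compound at 10 µM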
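Material: luciferase plus luciferin reagent, cell-free. Medium: PBS buffer for ATP. Also added: ATP substrate, dispensed from a 10.24 µM working solution in PBS. Doses: test compounds dosed from 2 mM stocks in 100% DMSO. Incubation: 10 min post-reagent at room temperature. Technique: light output (luminescence). Read-out basis: luminescence gain marking luciferase activators.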
STAT3 activator = IL-6 driven STAT3 reporter potentiators, primary screen, U3A cells, luciferase, luminescence, MLSCN library. IL-6 STAT3-luciferase reporter; 100% = signal with IL-6 EC80 alone. activation (% of control), % at 5.6 µM. 190,000 tested, 0.91% active. AID 871, 2007;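 active means activation above the screen-wide mean of compound activation plus 3 SD, cut at about 130% in these data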;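 further: 0% = background luminescence of wells with medium and substrate only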
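Material: STAT3-luciferase reporter U3A cells; Probe or stimulus: IL-6 (33 ng/mL); Incubation: compound pre-incubation 1 h before IL-6, then 6 h stimulation at 37 °C; Technique: luminescence from STAT3-driven luciferase reporter; Evaluation: % activation versus median of IL-6-stimulated wells; Controls: IL-6-only high control.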
STAT3 blocker = IL-6 driven STAT3 reporter inhibitors, primary screen, U3A cells, luciferase, luminescence, MLSCN library; IL-6 STAT3-luciferase reporter; host cell line lacks STAT1; inhibition, % at 5.5 µM; 190,000 tested, 0.89% active; AID 862, 2007;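 active means inhibition above the mean inhibition across all screened compounds plus 3 SD, cut at about 44% in these data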;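 further: 0% = DMSO only wells and 100% = 100 µM nifuroxazide control wells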
Active calls of the source: *; nt = no result given. The order is random (roughly 7.1% active in at least one column).

entry	SMILES	NF-kB neuron act	STAT1 activator	APP 5'UTR act	STAT1 blocker	FLuc inhib CS	ROMK primary	APP 5UTR inh	FLuc act counter	STAT3 activator	STAT3 blocker
1	O=C(C1=C(O)C(=O)N(CCN2CCOCC2)C1c1ccccn1)c1cccs1 (configuration not stated)	0.83	108	5	-8	-7	nt	-5	1.1	92	8
2	O=C(Cn1cc(C(F)(F)F)ccc1=O)N1CCN(S(=O)(=O)c2ccc(Cl)cc2)CC1	1.3	102	14	-3	-7	0.069	-14	1.1	103	1
3	O=C(c1ccco1)N1CCN(Cc2nc(-c3cccs3)no2)CC1	1.4	96	-2	2	1	0.78	2	1	97	9
4	Cc1cc(C)cc(OCc2ccc(C(=O)NC3CCOC3=O)o2)c1 (configuration not stated)	1.3	102	18	-3	3	0.078	-18	1	102	10
5	CC1(C)CC2CC(C)(CN2S(=O)(=O)c2ccc(N)cc2)C1 (configuration not stated)	1.1	95	-3	5	-14	nt	3	1.1	97	7
6	O=C(Nc1cccc(F)c1)NC1CCN(Cc2ccccc2)CC1	0.68	97	-4	1	-1	-2	4	1	98	7
7	CN1C(=O)/C(=C/c2ccccc2OCc2ccccc2)NC1=S	1.3	101	-14	1	-7	-0.0039	14	1.1	103	-6
8	Cc1nnc(C)c2c(C)n(C(C)c3ccccc3)c(C)c12 (configuration not stated)	0.63	100	14	0	0	nt	-14	1	97	10
9	CC(=O)Nc1ccc(C(=O)N2CCN(C(=O)c3ccco3)CC2)cc1	1.1	94	5	2	-3	0.47	-4	1	100	3
10	Cn1c(CNC(=O)Nc2ccccc2)nnc1SCc1ccccc1	1.3	100	24	0	0	-1.7	-24	1	106	-4
11	CS(=O)(=O)N(CC(=O)N/N=C/c1ccccn1)c1ccc(Oc2ccccc2)cc1	1.3	107	-8	-9	-4	-0.00018	8	1	108	-4
12	O=C(Nc1ccccc1-c1nnn(CC(=O)N2CCCc3ccccc32)n1)c1cccc(Cl)c1	nt	106	14	-7	nt	nt	-14	nt	100	1
13	CCOc1ccc2nc(NCCCO)[nH]c2c1	1.1	96	11	4	-3	nt	-11	1	97	9
14	Cc1ccc(-n2c(CCC(=O)O)ccc2-c2cccs2)cc1	1.1	107	-5	-8	-4	1.4	5	1	101	-1
15	Cn1c(=O)c(C(=O)CN2CCOCC2)c(N)n(Cc2ccccc2)c1=O	1	98	5	2	-9	-0.74	-6	1.1	104	-2
16	CCc1cc(C(=O)OC)c(NC(=O)CC2SC(N)=NC2=O)s1 (configuration not stated)	1.5	102	12	-3	-2	0.72	-12	1	98	5
17	Cc1[nH]c2ccccc2c1C(=O)COC(=O)CCS(=O)(=O)c1ccccc1Cl	0.9	97	17	3	-3	nt	-17	1	98	2
18	Cc1csc2nc(CCNS(=O)(=O)c3ccc4c(c3)OCCO4)cn12	1.1	98	-12	2	-9	nt	12	1.1	100	9
19	C(#Cc1ccccc1)C[N+]1(CC#Cc2ccccc2)CCCCC1	0.59	70	-2	31	-3	-0.76	2	1	83	22
20	Cc1cnc(NC(=O)CSc2nnc(Cc3ccccc3)o2)s1	0.89	98	5	3	-4	nt	-5	1	98	5
21	CCOc1ccccc1NS(=O)(=O)c1cn(C)nc1C	1.1	101	-7	-1	-4	-0.2	7	1	98	11
22	CC(OC(=O)c1ccncc1)C(=O)Nc1cc(S(=O)(=O)N2CCCCC2)ccc1Cl (configuration not stated)	1.1	99	-9	1	0	-4.8*	9	1	95	9
23	CC(C)c1ccc(Nc2nnc(SCC(=O)c3nnc(-c4ccccc4)o3)s2)cc1	2	118	127	-20	12	0.46	-127	0.9	115	-20
24	C/C=C/C=N/Nc1nc(C)cc(=O)[nH]1	1	110	-13	-10	0	-0.24	13	1	102	-1
25	CCCCCCn1c(Br)nc2c1c(=O)n(C)c(=O)n2C	0.89	96	24	5	-3	-0.087	-24	1	96	7
26	CCCN(CC1CC1)C(=O)COC(=O)c1[nH]c(C)c(C(=O)OCC)c1C	1.5	96	13	5	-1	0.051	-13	1	107	-4
27	CC1CC(C)CN(CC(=O)Nc2ccc(S(N)(=O)=O)cc2)C1 (configuration not stated)	1.2	100	-6	0	0	nt	6	1	102	0
28	CCn1c(O)c(N=NC(=O)Cn2ccc(C(F)(F)F)n2)c2ccccc21	1.3	100	-18	0	1	nt	18	1	94	9
29	CCOC(=O)CNC(=O)CSc1nnc(Cn2cnc3ccccc32)n1C	1.1	104	8	-4	-9	1.1	-8	1.1	95	12
30	CC1(C)CC(=O)/C(=C(/O)Cc2ccccc2)C(=NCCc2ccccc2)C1	0.85	95	4	5	-11	nt	-4	1.1	101	0
31	CC(=O)NC(Cc1c[nH]c2ccccc12)C(=O)O (configuration not stated)	1	101	-10	-2	-6	nt	10	1.1	nt	nt
32	CCOC(=O)c1c(-c2cccc(C)c2)csc1NC(=O)c1c(-c2ccccc2)noc1C	0.78	108	-7	-8	1	nt	6	1	137*	-32
33	CC(Sc1nc2cc(Cl)ccc2s1)C(=O)Nc1cccc(S(=O)(=O)N2CCOCC2)c1 (configuration not stated)	0.75	94	10	6	-10	nt	-10	1.1	104	-2
34	CSc1nc(Cl)cc(Nc2ccccc2N)n1	1.3	99	0	0	3	-0.6	0	1	102	1
35	Cc1cc(C)cc(N(CC(=O)N2CCOCC2)S(=O)(=O)c2ccccc2)c1	0.94	106	2	-6	-3	0.87	-2	1	103	-1
36	Cn1cc(Cl)c(C(=O)Nc2nc3ccc(Cl)cc3s2)n1	3.2	151*	73	-56	42	nt	-73	0.6	94	11
37	Cc1cccc(NC(=O)/C(C#N)=C/c2cn(CC(=O)NCc3ccco3)c3ccccc23)c1C	1.4	97	2	4	-6	0.36	-2	1.1	105	-2
38	COc1ccc(CNC(=O)c2ccc(NS(=O)(=O)c3c(C)noc3C)cc2)cc1	0.9	98	1	2	-7	nt	-1	1.1	106	3
39	Cc1ccc(COC(=O)c2ccc3c(c2)C(=O)N(CCCN2CCOCC2)C3=O)cc1	0.98	98	6	2	0	0.27	-6	1	101	-1
40	COc1ccc(OC)c(C2=NOC(C(=O)Nc3cccc(C(C)=O)c3)C2)c1 (configuration not stated)	0.76	97	0	4	-6	nt	0	1.1	93	10
41	CCc1ccc(NC(=O)c2cc3c(C)nc4ccccc4c3o2)cc1	0.67	114	-4	-14	-5	1.2	4	1	80	26
42	CCO[C@H]1OC(C(=O)NC2CC2)=C[C@@H](C2CC2)[C@@H]1CCCO	1.1	94	-3	8	2	nt	3	1	nt	nt
43	COC(=O)c1ccc(CSc2nc3c(c(=O)n2-c2ccc(C)cc2)SCC3)o1	1.3	102	16	-1	-4	nt	-16	1	100	0
44	CC(C)NC(=O)CN1CCN(Cc2nc(-c3cccs3)no2)CC1	0.97	104	-4	-7	-4	-0.64	4	1	92	14
45	O=C1c2cccc(O)c2C(=O)c2c(O)cccc21	0.98	101	10	-1	-5	nt	-10	1.1	89	15
46	CN1C(=O)NC(NS(=O)(=O)c2ccc(N)cc2)(C(F)(F)F)C1=O (configuration not stated)	1.1	94	-25	5	7	0.12	24	0.9	81	29
47	Cc1ccc(S(=O)(=O)C(C#N)=C2N(C)c3ccccc3N2C)cc1	0.86	101	7	-3	-5	-1.3	-7	1.1	107	1
48	COc1ccc(NS(=O)(=O)c2cccc(C(=O)N/N=C/c3ccc4c(c3)OCCO4)c2)cc1	1.1	111	8	-14	4	1.3	-8	1	108	-5
49	Cc1nn(Cc2c(Cl)cccc2Cl)c(C)c1NC(=O)Cn1nc([N+](=O)[O-])c(Cl)c1C	0.95	97	8	3	-2	nt	-8	1	97	3
50	COc1ccc(CCNC(=O)CN2C(=O)c3cccc4cccc(c34)C2=O)cc1OC	1.5	104	-3	-4	-2	-0.1	3	1	99	3
51	C/C(=C\c1ccccc1)C(=O)NCCCn1ccnc1	1.1	100	19	-1	-5	0.69	-19	1.1	102	6
52	O=C(Nc1nccs1)C1CCCN1S(=O)(=O)c1cccc2cccnc12 (configuration not stated)	1.1	98	-17	2	-7	nt	16	1.1	97	12
53	CCOc1ccc(CCNC(=O)CCn2cccc2)cc1OCC	0.91	99	-2	1	-8	0.34	2	1.1	101	4
54	O=C(CSCc1c(F)cccc1Cl)NCc1ccncc1	1.2	97	-3	1	-5	-0.91	3	1.1	99	3
55	O=C1NC2(CCCCC2)C(=O)N1Cc1ccc([N+](=O)[O-])cc1	1.4	96	14	5	-4	nt	-14	1	109	-10
56	Cc1ccc(C)c(NCc2n[nH]c(=S)n2-c2ccccc2)c1	2.1	103	2	-5	1	nt	-2	1	100	3
57	O=C(COC(=O)/C=C/c1cn(-c2ccccc2)nc1-c1cccnc1)Nc1ccc(Cl)cc1Cl	0.85	97	-11	4	0	nt	11	1	92	14
58	CC(C)c1[nH]c(=O)c(C#N)c2c1COC(C)(C)C2	1.2	93	2	7	-1	nt	-2	1	101	3
59	Cc1cc(O)c2c(c1)C(O)(C1OC(CO)C(O)C(O)C1O)c1cccc(O)c1C2=O (configuration not stated)	0.92	99	10	1	0	-0.086	-10	1	95	3
60	O=C(Cn1c(C(F)(F)F)nc2ccccc21)N=Nc1c(O)[nH]c2ccc(Br)cc12	1.1	98	-2	3	-6	0.54	2	1.1	106	-5

New compounds follow.
entry	SMILES	NF-kB neuron act	STAT1 activator	APP 5'UTR act	STAT1 blocker	FLuc inhib CS	ROMK primary	APP 5UTR inh	FLuc act counter	STAT3 activator	STAT3 blocker
61	CCCn1nc2cc(C(=O)NCc3ccccc3)ccc2c1OCC	1.2	100	10	0	0	0.52	-10	1	97	10
62	CCOc1ccc(C(CC(=O)O)NC(=O)COc2ccccc2)cc1 (configuration not stated)	1	99	-5	1	-1	-0.18	5	1	104	-1
63	COc1cc(C2c3[nH]c4ccccc4c3CCN2Cc2cn(C)nc2C)ccc1F (configuration not stated)	0.74	80	9	20	-4	-0.1	-9	1	117	-12
64	COc1ccccc1/C=N/NC(=O)CC(=O)Nc1ccc(Cl)c(Cl)c1	0.94	102	-3	-2	-8	-3.8*	3	1.1	97	11
65	Cc1ccccc1C(=O)c1cccn1CC(=O)NCc1ccco1	1	95	5	6	-9	nt	-5	1.1	97	6
66	COc1ccc(OCCCSc2ncccn2)cc1	2	142*	63	-46	2	nt	-63	1	99	7

Screens from PubChem BioAssay.
